# High-throughput results from PubChem BioAssay.
# GPR151 ag – activators of human GPR151, primary screen, cell-based, PathHunter beta-arrestin, luminescence. G-protein coupled receptor 151 (Homo sapiens), Q8TDV0. PathHunter beta-arrestin GPR151 cells. activation, % at 11.2 µM. 650,000 tested, 1% active. AID 1508602, 2020; in the data active means activation above about 4.9%;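 further: 0% = median of compound wells and 100% = cells with positive control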
# MITF primary – MITF inhibitors, primary screen, biochemical, AlphaScreen, human. Microphthalmia-associated transcription factor (Homo sapiens), O75030. AlphaScreen MITF homodimerization, bead proximity signal. inhibition, % at 2.6 µM. 650,000 tested, 0.91% active. AID 1259374, 2018; in the data active means inhibition above about 50%;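 further: 0% = vehicle wells with protein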
# Target sequence (O75030 whole entry, looked up): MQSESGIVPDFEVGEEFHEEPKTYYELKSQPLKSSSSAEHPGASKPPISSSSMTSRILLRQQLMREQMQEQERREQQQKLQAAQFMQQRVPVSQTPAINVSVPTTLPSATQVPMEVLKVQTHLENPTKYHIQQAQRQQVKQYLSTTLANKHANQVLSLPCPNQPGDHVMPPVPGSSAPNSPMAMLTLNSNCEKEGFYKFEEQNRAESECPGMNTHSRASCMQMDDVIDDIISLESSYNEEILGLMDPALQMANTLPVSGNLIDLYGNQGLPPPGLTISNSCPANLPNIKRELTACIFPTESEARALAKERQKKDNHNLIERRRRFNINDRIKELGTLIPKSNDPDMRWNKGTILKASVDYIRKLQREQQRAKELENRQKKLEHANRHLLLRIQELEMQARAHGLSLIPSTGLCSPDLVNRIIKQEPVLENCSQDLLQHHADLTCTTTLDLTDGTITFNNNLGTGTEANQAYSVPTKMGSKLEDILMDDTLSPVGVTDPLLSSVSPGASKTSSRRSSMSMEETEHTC
# FBW7 activator – FBW7 E3 ligase activators, primary screen, biochemical, AlphaScreen, human; F-box/WD repeat-containing protein 7 (Homo sapiens), Q969H0; AlphaScreen FBW7–phospho-cyclin E peptide binding, activator screen; normalized activity (activation), % at 26.1 µM; 650,000 tested, 0.13% active; AID 1259310, 2017; in the data active means normalized activity above about 1.9%;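 further: purified mutant Fbw7 with reduced substrate affinity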
# TEAD-YAP block – TEAD-YAP interaction inhibition, primary screen, TEAD-YAP interaction inhibitor project, luminescence, HEK-TIYL cells | TEAD-Gal4/YAP UAS-luciferase luminescence | inhibition, % at 9.12 µM | 640,000 tested, 1.4% active; in the data active means inhibition above about 32%;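 further: 0% = median of test compound wells and 100% = reference inhibitor wells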
# * marks the source's active call; other numbers are inactive results.
# The first 13 records as a preview:
SMILES,GPR151 ag,MITF primary,FBW7 activator,TEAD-YAP block
CCN1CCC(N(Cc2ccco2)C(=O)Nc2cc(Cl)ccc2Cl)CC1,0.3,-4,0.1,-6
CCC(CC)C(=O)NCCc1cc2c(OC)ccc(OC)c2[nH]c1=O,0.4,22,0.0,2
Nc1ccc(C23CC4CC(CC(CO)(C4)C2)C3)cc1,1.9,-7,0.1,2
COc1ccc(C2=NN(C(=O)CCC(=O)O)C(c3cccc([N+](=O)[O-])c3)C2)cc1 (stereo not given),0.3,10,0.1,-2
COc1ccccc1-n1c(SCC(=O)N2CCCC2)nc2c(c1=O)SCC2,1.1,-1,-0.1,-14
COc1cc(OC)c(OC)cc1/C=C/C(=O)c1ccc[nH]1,-1.6,0,0.1,-15
CC(C)NC(=O)NC(=O)CSc1nnc(Nc2ccc(Oc3ccccc3)cc2)s1,0.7,-8,0.0,-12
CCOc1ccc(S(=O)(=O)N(CC(=O)NC)c2ccccc2)cc1,0.6,0,0.0,2
CC1CCCC(NC(=O)C2N(C3CCCCC3)C(=O)C3C(C(=O)Nc4ccc(Cl)cc4)C4C=CC32O4)C1C (stereo not given),-1.9,8,0.2,0
NC(=O)c1cc(-c2cccnc2)nc2ccc(Cl)cc12,-0.1,3,0.0,-1
COc1ccc(Br)cc1C1C(C(=O)OCCOc2ccccc2)=C(C)NC2=C1C(=O)CCC2 (stereo not given),0.6,13,0.0,9
c1ccc(CC2(c3ccncc3)CCOCC2)cc1,-0.6,1,0.0,10
CC(=O)c1ccc(C(=O)Nc2nc(-c3nc4ccccc4s3)cs2)cc1,0.8,13,0.0,-3

# Main list, repeating the preview:
SMILES,GPR151 ag,MITF primary,FBW7 activator,TEAD-YAP block
CCN1CCC(N(Cc2ccco2)C(=O)Nc2cc(Cl)ccc2Cl)CC1,0.3,-4,0.1,-6
CCC(CC)C(=O)NCCc1cc2c(OC)ccc(OC)c2[nH]c1=O,0.4,22,0.0,2
Nc1ccc(C23CC4CC(CC(CO)(C4)C2)C3)cc1,1.9,-7,0.1,2
COc1ccc(C2=NN(C(=O)CCC(=O)O)C(c3cccc([N+](=O)[O-])c3)C2)cc1 (stereo not given),0.3,10,0.1,-2
COc1ccccc1-n1c(SCC(=O)N2CCCC2)nc2c(c1=O)SCC2,1.1,-1,-0.1,-14
COc1cc(OC)c(OC)cc1/C=C/C(=O)c1ccc[nH]1,-1.6,0,0.1,-15
CC(C)NC(=O)NC(=O)CSc1nnc(Nc2ccc(Oc3ccccc3)cc2)s1,0.7,-8,0.0,-12
CCOc1ccc(S(=O)(=O)N(CC(=O)NC)c2ccccc2)cc1,0.6,0,0.0,2
CC1CCCC(NC(=O)C2N(C3CCCCC3)C(=O)C3C(C(=O)Nc4ccc(Cl)cc4)C4C=CC32O4)C1C (stereo not given),-1.9,8,0.2,0
NC(=O)c1cc(-c2cccnc2)nc2ccc(Cl)cc12,-0.1,3,0.0,-1
COc1ccc(Br)cc1C1C(C(=O)OCCOc2ccccc2)=C(C)NC2=C1C(=O)CCC2 (stereo not given),0.6,13,0.0,9
c1ccc(CC2(c3ccncc3)CCOCC2)cc1,-0.6,1,0.0,10
CC(=O)c1ccc(C(=O)Nc2nc(-c3nc4ccccc4s3)cs2)cc1,0.8,13,0.0,-3
CCC(=O)Nc1cccc(N=c2ssc3c2-c2cc(C)c(C)cc2NC3(C)C)c1,2.3,11,-0.1,8
CC1CCCN(CCCNS(=O)(=O)c2cccc3cccnc23)C1 (stereo not given),1.3,-14,0.1,4
Cc1nn(C)c(C)c1C(C)N(C)Cc1cc2ccc(F)cc2n(CCN(C)C)c1=O (stereo not given),0.6,-3,0.1,-3
CCn1c2ccccc2c2cc(NC(=O)c3nc4nc(C)cc(C)n4n3)ccc21,-0.8,7,0.1,0
CCOC(=O)c1c(C)n(C)c2cc(Br)c(OC)c(OC(C)=O)c12,-0.9,-6,0.1,-11
C/C(CC(=O)Nc1ccc(Cl)cc1Cl)=N\NC(=O)c1ccccc1Cl,-0.8,4,-0.1,-20
COc1ccccc1-c1cc(-c2ccccc2)nc2sc(C(=O)Nc3ccc(Br)cc3)c(N)c12,0.2,-10,-0.1,2
O=C(N/N=C/c1cc2ccccc2[nH]1)c1ccccc1Cl,1.6,9,-0.5,-21
CC12COC3(C(=O)Nc4nc5ccccc5s4)CC1CCC32C (stereo not given),-0.3,-3,-0.1,67*
O=C1NC(=S)NC(=O)C1=Cc1cc(Cl)ccc1OCc1ccc(C(=O)O)cc1,0.3,12,0.0,-5
CCOc1ccc(/C=N/NC(=O)CNc2ccccc2OC)cc1,0.0,12,0.0,5
